# VLA-4 inh = inhibition in a human VLA-4 binding assay. VLA-4 expressing cells, ligand binding flow cytometry. inhibition, % (about 7 µM as worked out from the volumes in the protocol). AID 2557. 330,000 tested, 0.2% active; in the data active = inhibition above about 50%
# GRK2 inh = inhibitors of human GRK2 displacing RNA aptamer; P25098; bead flow cytometry, FAM-aptamer displacement from GRK2; inhibition of aptamer binding, % at 10 µM; 330,000 tested, 0.59% active;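 active = inhibition of aptamer binding above 40%, roughly 3 SD of noise, on plates passing a quality check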;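 note: median bead fluorescence of bound FAM aptamer so fluorescent compounds give negative values; no value below 0 was filed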
# Target sequence (P25098 whole entry, looked up): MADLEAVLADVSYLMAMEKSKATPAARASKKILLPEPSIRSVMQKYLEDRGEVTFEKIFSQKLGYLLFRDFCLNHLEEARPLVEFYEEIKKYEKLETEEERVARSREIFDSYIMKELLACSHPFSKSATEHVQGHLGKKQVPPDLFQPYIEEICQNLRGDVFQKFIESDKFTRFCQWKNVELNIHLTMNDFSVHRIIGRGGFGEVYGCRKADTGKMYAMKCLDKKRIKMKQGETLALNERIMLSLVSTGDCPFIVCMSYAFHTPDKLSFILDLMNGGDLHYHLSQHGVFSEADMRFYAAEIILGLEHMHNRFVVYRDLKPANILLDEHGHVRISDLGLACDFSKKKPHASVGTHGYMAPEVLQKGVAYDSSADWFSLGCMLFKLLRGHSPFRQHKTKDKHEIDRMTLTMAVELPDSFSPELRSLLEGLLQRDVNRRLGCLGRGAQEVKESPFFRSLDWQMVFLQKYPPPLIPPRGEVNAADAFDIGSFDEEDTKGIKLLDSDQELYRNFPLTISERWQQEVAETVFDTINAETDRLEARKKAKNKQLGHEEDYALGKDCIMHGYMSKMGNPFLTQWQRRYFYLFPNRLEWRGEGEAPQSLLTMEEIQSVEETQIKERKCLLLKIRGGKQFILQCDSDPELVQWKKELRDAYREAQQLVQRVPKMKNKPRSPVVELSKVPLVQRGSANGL
# GLD-1 RNA inh = GLD-1-TGE RNA interaction inhibition (C. elegans); AID 2280; Q17339; purified GLD-1 + fluorescein TGE RNA, fluorescence polarization; 320,000 tested, 0.44% active; inhibition, % at 5.96 µM;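 active = percent inhibition above a per-plate cutoff, the plate mean of test compounds plus 3 SD, cut at about 30% in these data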;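 note: 0% = DMSO wells with GLD-1 and probe and 100% = wells lacking GLD-1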
# MCL1-BIM inh = disrupts human MCL1 binding to BIM-BH3 peptide; inhibition, % at 10.9 µM; GST-MCL1 / FITC-Bim-BH3 fluorescence polarization; AID 2057; Q07820; 320,000 tested, 0.68% active;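 active = inhibition above the mean inhibition of all tested compounds plus 3 SD, set per campaign, cut at about 40% in these data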;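 note: 0% = DMSO wells and 100% = unlabeled Bim-BH3 peptide control; higher means more loss of mP so more displacement of Bim peptide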
# Target sequence (Q07820 whole entry, looked up): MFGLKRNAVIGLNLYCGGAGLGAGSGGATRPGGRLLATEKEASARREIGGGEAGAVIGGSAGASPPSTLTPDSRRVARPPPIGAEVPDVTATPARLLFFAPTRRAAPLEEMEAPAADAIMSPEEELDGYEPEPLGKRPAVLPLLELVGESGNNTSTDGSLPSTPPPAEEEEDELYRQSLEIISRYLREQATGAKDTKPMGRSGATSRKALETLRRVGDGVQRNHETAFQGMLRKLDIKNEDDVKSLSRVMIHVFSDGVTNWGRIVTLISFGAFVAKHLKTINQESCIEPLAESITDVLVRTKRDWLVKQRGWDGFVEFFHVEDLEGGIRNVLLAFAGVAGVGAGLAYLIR
# AGP1 TOR yeast = modulators of TOR pathway AGP1-GFP in S. cerevisiae. AID 2066. 320,000 tested, 0.02% active. GFP response vs DMSO, % at 10 µM. S. cerevisiae AGP1-GFP multiplex flow cytometry, 3 h; GFP as percent of DMSO wells;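 active = GFP response relative to DMSO above a set limit, near screen average plus 3 SD, cut at about 150% in these data; inconclusive = fewer than 70 cells counted for the yeast strain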;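 note: median GFP channel fluorescence of the gated AGP1 strain per well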
# CIT2-GFP yeast = modulators of TOR pathway CIT2-GFP in S. cerevisiae. S. cerevisiae CIT2-GFP strain, flow cytometry, 3 h; 100 means same as DMSO wells. GFP response vs DMSO, % at 10 µM. AID 2029. 320,000 tested, 0.065% active;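 active = GFP response relative to DMSO above a set limit, near the screen mean plus 3 SD, cut at about 150% in these data; inconclusive = Fewer than 70 cells measured for a yeast strain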;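 note: ratio of well median GFP fluorescence to mean of DMSO wells on the plate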
# MEX-5 binding = C. elegans MEX-5 TCR-2 RNA binding activity. Q9XUB2. MEX-5/FITC-TCR2 RNA binding, fluorescence polarization; hits give low values. activity score (negative = inhibition of binding), % at 10 µM. 300,000 tested, 0.38% active. AID 1832;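 active = inhibition past about -25% in most replicates, and total fluorescence under double the plate's negative control median, limit read from the data; inconclusive = replicates evenly split on the limit, or fluorescence at least double controls; inactive = too little inhibition in most replicates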;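 note: 0% = DMSO and -100% = 5 µM competing unlabeled TCR2 RNA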
# BCLXL inh = inhibitors of human Bcl-xL; inhibition, % at 10.9 µM; 320,000 tested, 0.7% active; Q07817; GST-Bcl-xL / FITC-Bim BH3 peptide fluorescence polarization;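 active = inhibition above the mean of all tested compounds plus 3 SD, cutoff set per campaign, cut at about 30% in these data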;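 note: 0% = DMSO wells and 100% = unlabeled Bim-BH3 peptide competitor; inhibitors lower millipolarization by displacing the labeled peptide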
# CR mimetic SO = lowers age-related superoxide in aged yeast cells | superoxide response (% of plate mean), % at 10 µM | S. cerevisiae aged cells, superoxide DHE fluorescence; hits give low values | 330,000 tested, 0.18% active;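 active = superoxide response under a set limit, about three screen SD below normal, cut at about 65% in these data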;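 note: yeast aged for seven days with compound at 30 °C before DHE staining; 100% = average MFI of all compound-treated wells on the plate with controls excluded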
# Numbers without * were called inactive; ? = inconclusive; . = no result given; [ ] = another dose, or the depositor's remark.
SMILES,VLA-4 inh,GRK2 inh,GLD-1 RNA inh,MCL1-BIM inh,AGP1 TOR yeast,CIT2-GFP yeast,MEX-5 binding,BCLXL inh,CR mimetic SO
CCOC(=O)c1cc(NC(=O)c2cccs2)ccc1N1CCOCC1,3,0,4,10,106,97,-2.6,7,95
COC(=O)CSC(C)C(=O)Nc1nnc(C(C)C)s1 (centres undefined),-1,1,1,-2,101,101,-0.7,5,96
CCOC(=O)C1=C(CNCc2ccccc2Cl)NC(=O)NC1c1ccc2c(c1)OCO2 (centres undefined),-14,0,9,4,90,97,0.3,1,78
Cc1ccc(C(=O)c2cncc(Br)c2)cc1,9,4,5,9,101,94,4.1,4,107
COc1ccc(NC(=O)CSc2nnnn2C2CCCCC2)cc1,7,5,-3,3,95,91,-3.2,6,89
Cc1cc(C)c(S(=O)(=O)N2CCN(C(=O)c3cc4ccccc4oc3=O)CC2)c(C)c1,16,0,-2,3,99,102,.,4,89
Cc1[nH]ncc1-c1nc2ccccc2[nH]1,-1,1,5,3,103,106,3.8,6,130
COCCNC(=O)c1cc2c3ccccc3n(C)c2s1,0,2,7,2,105,102,0.8,-1,102
CCn1c(=O)cc(SCC(=O)N2CCN(c3ccccc3OC)CC2)c2ccccc21,-2,0,2,6,111,106,-1.9,11,96
COc1cccc(CN(C)C(=O)c2cc(S(=O)(=O)N3CCCC3)ccc2C)c1OC,1,0,-2,.,105,115,.,.,99
COC(=O)c1ccc(C23CC4(C2)[C@H](CN(Cc2ccc(C(F)(F)F)cc2)[C@@H]4c2ccccc2)C3c2ccccc2)cc1 (some centres undefined),36,3,-2,3,83,86,?,0,93
O=C(CCS(=O)(=O)c1ccccc1)N(CCCN1CCOCC1)c1nc2c(F)cccc2s1,-9,0,11,9,108,102,-5.7,12,77
CCOC(=O)c1ccc(S(=O)(=O)N2CCN(C(C)=O)CC2)cc1,7,0,-2,3,103,100,-1.4,1,100
c1csc(CNc2ncnc3ccc(-c4ccc5c(c4)OCO5)cc23)c1,2,0,-1,0,102,110,.,5,93
O=C(Cn1nc(-c2ccccc2)ccc1=O)NCc1ccc2c(c1)OCO2,-5,2,7,4,95,103,0.0,6,95
CCCn1c(=O)c(C(=O)NCc2ccc3c(c2)OCO3)c(O)c2ccccc21,-5,1,.,.,92,97,3.1,.,100
CC(/C=N/NC(=O)c1cccs1)=C\c1ccccc1,-2,1,-4,-1,93,89,0.4,-4,105
Nn1c(Cc2cccc3ccccc23)nnc1SCCOc1ccc(F)cc1,-11,1,-1,-2,101,101,4.3,-6,93
COc1ccccc1C1CCN(Cc2c(C)[nH]c3ccccc23)CC1,-100,0,-13,-13,115,150,0.8,-7,107
CC(C)Oc1ccc(/C=N/NC(=O)C2CCCN2S(=O)(=O)c2ccc(Cl)cc2)cc1 (centres undefined),9,7,2,5,101,106,-0.1,7,110

# Of the compounds above, three have an aryl thioether with sulfur outside any ring.
SMILES,VLA-4 inh,GRK2 inh,GLD-1 RNA inh,MCL1-BIM inh,AGP1 TOR yeast,CIT2-GFP yeast,MEX-5 binding,BCLXL inh,CR mimetic SO
COc1ccc(NC(=O)CSc2nnnn2C2CCCCC2)cc1,7,5,-3,3,95,91,-3.2,6,89
CCn1c(=O)cc(SCC(=O)N2CCN(c3ccccc3OC)CC2)c2ccccc21,-2,0,2,6,111,106,-1.9,11,96
Nn1c(Cc2cccc3ccccc23)nnc1SCCOc1ccc(F)cc1,-11,1,-1,-2,101,101,4.3,-6,93

# Additional results follow:
SMILES,VLA-4 inh,GRK2 inh,GLD-1 RNA inh,MCL1-BIM inh,AGP1 TOR yeast,CIT2-GFP yeast,MEX-5 binding,BCLXL inh,CR mimetic SO
Cc1nnc(SCC(=O)NC(=O)NCCC(C)C)s1,5,2,2,-11,91,.,1.2,-4,98
COc1ccccc1C(=O)NCCC(=O)NCC1COc2ccccc2O1 (centres undefined),0,4,-2,-4,104,99,.,-3,125
COc1ccc(S(=O)(=O)N(C)CC(=O)Nc2ccc3c(c2)OCO3)cc1,11,0,5,-6,98,99,-0.9,3,97
CCOc1ccccc1CNC(=O)c1nn(CC)cc1[N+](=O)[O-],10,4,-2,2,99,96,-1.7,5,104
CC(=O)C[C@@H](O)CC(=O)[C@H]1OC(=O)[C@H](C)CCCCc2ccccc21,28,0,1,.,100,96,.,.,78
Cc1ccc(N(CC(=O)N2CCc3ccccc3C2)S(C)(=O)=O)cc1,0,2,1,6,99,100,2.1,7,97
Cc1nc2ccc(Cl)cc2c(-c2ccccc2)c1CC(=O)O,-422,2,-13,-1,91,147,-1.8,-1,86
CC(=O)NCCNC(=O)C1CCCCN1S(=O)(=O)c1ccccc1 (centres undefined),-7,4,-5,4,109,109,-3.8,2,99
OCC1CCCN(C(=S)Nc2ccc(OC(F)F)cc2)C1 (centres undefined),9,3,2,8,102,102,-0.7,-2,92
O=C(Oc1ccc(N2C(=O)C3C4CCC(C4)C3C2=O)cc1)c1ccco1 (centres undefined),25,0,9,8,101,100,0.9,-1,103
COc1cc(N)c(Cl)cc1C(=O)OCC(=O)N1CCCCCC1,-15,1,6,-9,104,100,.,0,121
COC(=O)Nc1nc(-c2ccccc2)c(C(=O)c2ccc(Cl)cc2)s1,15,2,5,5,93,91,-0.9,8,109
O=C(COC(=O)CCN=C1NS(=O)(=O)c2ccccc21)NC1CCCCCCC1,0,0,6,0,?,?,0.0,2,98
C[C@@H]1CN([C@@H](C)CO)C(=O)Cc2cc(NC(=O)C3CCCCC3)ccc2O[C@H]1CN(C)S(=O)(=O)c1ccccc1,-21,0,0,.,108,107,.,.,103
CCOC(=O)N1CCN(S(=O)(=O)c2cn(C)c(=O)n(C)c2=O)CC1,-4,0,10,3,102,104,1.9,3,109
CNC(=O)C1Cc2ccccc2CN1S(=O)(=O)c1ccc(OC)c(OC)c1 (centres undefined),-2,1,5,3,101,102,0.4,9,104
CC(Sc1nc2cc([N+](=O)[O-])ccc2n1-c1cccc(C(F)(F)F)c1)C(=O)NC(N)=O (centres undefined),15,2,3,3,104,103,-1.4,2,103
CC(NC(=O)COC(=O)Cc1ccc(-c2ccccc2)cc1)c1ccccc1 (centres undefined),27,0,6,-10,85,88,-0.4,1,110
CCOc1cccc(C(=O)Nc2ccc3c(c2)OCCO3)c1,9,0,6,-3,87,89,-4.7,-4,96
Cc1cc(C(=O)OCC(=O)NCCc2ccc(S(N)(=O)=O)cc2)c2ccccc2n1,0,0,-2,-2,98[may fluoresce red],100[may fluoresce red],.,3,153
O=C(CN(c1ccc(Cl)cc1)S(=O)(=O)c1ccccc1)N/N=C/c1ccco1,4,2,-2,2,109,111,2.2,-3,94
O=C(COC(=O)COc1ccc(Cl)cc1)Nc1ccc(F)c([N+](=O)[O-])c1,1,0,2,2,105,108,1.3,3,104
Cn1c(CC(=O)Nc2ccccc2F)nnc1SCC(=O)Nc1nncs1,2,4,-5,1,103,97,-0.1,2,101
CCOC(=O)C1=C(COC(=O)COc2ccc(C(=O)CC)cc2)NC(=O)NC1C (centres undefined),-2,0,4,-4,112,94,-4.3,-1,98
O=C1N(Cc2ccccc2F)c2ccccc2C12OCCCO2,-2,2,0,2,121,88,-1.1,-3,94
CCc1ccc(CN2CCSCC2)cc1,8,.,3,10,98,98,-3.7,3,99
COC(=O)C1=C(O)CSC1=Nc1ccc(C)cc1,3,1,7,-2,92,99,1.0,3,104
CCN(CC)S(=O)(=O)c1ccc(NC2c3ccccc3C(=O)N2CCN2CCOCC2)cc1 (centres undefined),23,0,0,2,101,95,-0.6,0,109
C1=C(c2ccco2)N2CCN=C2S1,12,0,9,10,84,87,-2.1,8,100
CC(CCc1ccc(O)cc1)NCc1ccc(Cl)cc1Cl (centres undefined),11,2,1,2,100,103,0.5,-2,110
CCOc1ccc(-n2ccnc2SCC(=O)Nc2nnc(C)s2)cc1,1,1,-1,-7,103,100,-2.3,10,97
O=C(NCCOc1ccccc1)c1ccc2c(c1)S(=O)(=O)c1cc(Cl)ccc1C2=O,-2,2,3,.,84,83,.,.,109
CN(C(=O)Cn1nc(C(=O)O)c2ccccc2c1=O)C1CCCCC1,8,0,5,.,101,104,.,.,94
COc1ccc(-c2nc(-c3ccccc3OC)no2)cc1OC,30,0,4,0,96,89,-1.4,2,110
CNC(=S)Nc1ccc(-c2nc3ccc(C)cc3s2)cc1,12,1,1,6,96,75,1.3,6,115
COCCN(C(=O)CNC(=O)c1ccco1)C(C(=O)NC1CCCC1)c1ccccc1 (centres undefined),2,0,2,4,98,97,1.3,3,113
CC(=O)Oc1ccc(Cl)cc1/C=C/c1cc(OC(C)=O)c2ccccc2n1,-36,0,-7,-18,95,102,1.9,-14,108
C=C1c2cc(C)c(C)cc2NC(=O)N1c1ccccc1,10,1,0,-4,94,88,-0.7,2,112
COC(=O)C1C2C=CC(C3CC23)C1C(=O)OCC(=O)c1ccccc1 (centres undefined),8,4,6,3,109,108,1.7,2,101
C/C(=C\c1cc2ccccc2o1)C1Nc2cccc3cccc(c23)N1,-21,0,8,10,92,75,.,12,117
Cc1cc(S(=O)(=O)N2CCCC2)ccc1OCC(=O)N1CCC(C(N)=O)CC1,9,2,5,0,103,90,0.7,6,99
COc1ccc(CCN(C)C(=O)c2cnc(C)cn2)cc1OC,3,1,-6,-3,90,92,0.4,-2,96
Cc1ccc(N2C(=O)CSC2c2ccccn2)cc1Cl (centres undefined),21,6,1,4,101,99,5.3,2,87
Cn1c(=O)n(CCCO)c(=O)c2c1nc1n2CCCN1Cc1ccccc1,-8,0,-1,-7,103,95,-3.7,-3,100
Cc1cccc(-c2noc(CCCOc3ccc(Cl)cc3Cl)n2)c1,-28,0,4,-6,106,113,0.3,1,92
O=C(c1nc2ncccn2n1)N1CCN(c2ccc(F)cc2)CC1,-7,1,-4,0,.,111,0.1,0,85
C=CCNC(=O)CCC(=O)NNc1nc2ccccc2c2nc(-c3ccccc3)nn12,3,0,-2,4,104,110,0.5,0,105
O=C(CCNC(=O)C1CCN(S(=O)(=O)c2ccccc2)CC1)NCc1ccc(Cl)cc1,6,0,3,8,119,107,0.9,4,97
CC1CCCC(NC(=O)COc2ncnc3ccccc23)C1C (centres undefined),-1,1,7,.,106,104,.,.,107
Cc1ccccc1OCCC(=O)N(CC(C)C)c1c(N)n(Cc2ccccc2)c(=O)[nH]c1=O,-1,2,6,-7,99,96,.,-2,77
CCc1ccc(NC(=O)c2ccccc2Br)cc1,26,2,12,-5,78,88,-1.9,-2,91
CN(C(=O)COn1nnc2ccc(S(=O)(=O)N3CCOCC3)cc21)c1ccccc1,0,4,7,-2,102,96,0.2,-2,106
CCOC(=O)c1c(-c2ccc(C)o2)csc1NC(=S)NC(=O)c1ccc(F)cc1,2,1,8,8,98,93,-0.8,9,101
NC(=O)Nc1ccc(Oc2ncc(C(F)(F)F)cc2Cl)cc1,7,2,-3,-3,94,100,2.3,6,97
Oc1ccccc1CN1CCN(C(c2ccccc2)c2ccccc2)CC1,-2,4,9,6,99,109,0.9,5,91
CCN(CC)C(=O)c1ccc(CS(=O)(=O)c2ccc(OC)cc2)o1,1,0,3,5,105,112,-1.1,6,103
Cc1ccccc1-c1nnc(-c2ccc(Br)cc2)o1,-2,1,-2,-5,111,112,0.3,1,78
CCOc1ccc(C(=O)Nc2nc(C)c(C(=O)OC)s2)cc1,6,0,6,9,104,111,1.8,7,90
